Compound activity from PubChem BioAssay.
SRC3 inh = human NCOA3 inhibition; 360,000 compounds, 0.17% hits; inhibition, % at 3.6 µM; Q9Y6Q9; HEK293 GAL4-SRC3 luciferase reporter, luminescence;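 active means inhibition above a per-campaign cutoff, the mean of all compounds plus 3 SD, cut at about 60% in these data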;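 further: 0% = DMSO-treated cells and 100% = gossypol-treated cells at 36 µM; higher means less SRC3-driven luciferase light from the GAL4 reporter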
NOD2-RIPK2 inh = inhibitors of human NOD2-RIPK2 interaction | 360,000 compounds, 0.38% hits | CHO BLA complementation NOD2-RIPK2, CCF4 ratio | inhibition, % at 4.98 µM | O43353; in the data active means inhibition above about 21%;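 further: 0% = vehicle only and 100% = reference blocker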
NR2F2 inh = inhibitors of human COUP-TFII (NR2F2); P24468; HEK293T NGFI-A luciferase reporter, luminescence; inhibition, % at 8.6 µM; 370,000 compounds, 0.7% hits; AID 686940;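 active means inhibition above a per-plate cutoff, mean inhibition of test wells between control levels plus 3 SD, cut at about 38% in these data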;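 further: cells cotransfected with COUP-TFII expression vector driving the NGFI-A reporter; 0% = median of COUP-TF2 test wells and 100% = reporter-only cells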
Target sequence (P24468 whole entry, looked up): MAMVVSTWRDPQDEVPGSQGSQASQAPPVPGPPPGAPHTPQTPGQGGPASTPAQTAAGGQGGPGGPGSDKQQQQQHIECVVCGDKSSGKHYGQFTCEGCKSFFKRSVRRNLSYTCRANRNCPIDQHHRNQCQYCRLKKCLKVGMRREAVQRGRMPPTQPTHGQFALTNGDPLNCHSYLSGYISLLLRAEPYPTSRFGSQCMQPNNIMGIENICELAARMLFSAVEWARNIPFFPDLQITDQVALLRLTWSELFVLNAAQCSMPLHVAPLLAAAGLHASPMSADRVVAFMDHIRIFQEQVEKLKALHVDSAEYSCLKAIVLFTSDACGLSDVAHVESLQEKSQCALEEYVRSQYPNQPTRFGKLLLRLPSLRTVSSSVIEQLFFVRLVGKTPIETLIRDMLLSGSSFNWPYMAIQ
TWEAK Fn14 block = TWEAK-Fn14 signaling inhibition. TWEAK-stimulated Fn14 reporter cells, luciferase luminescence, 8 h. inhibition, % at 10 µM. 360,000 compounds, 2% hits; in the data active means inhibition above about 50%
TROY NFkB inh = TROY signaling inhibition | Q293 LMP1-TROYcd NF-kB luciferase reporter, 4 h | inhibition, % at 10 µM | 360,000 compounds, 0.98% hits;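 active means compounds whose plate-normalised and pattern-corrected inhibition of the luciferase reporter signal at the single screening dose is 50% or more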
NCOA1 inh = human NCOA1 inhibition. Q15788. HEK293 GAL4-SRC1 luciferase reporter, luminescence. inhibition, % at 3.6 µM. 360,000 compounds, 0.12% hits;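 active means inhibition above the campaign mean plus 3 SD, with each screening campaign given its own cutoff, cut at about 60% in these data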;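 further: 0% = DMSO treated cells and 100% = gossypol at 36 µM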
LMP1 NFkB inh = Epstein-Barr LMP1 NF-kappaB reporter inhibition | LMP1-induced NF-kappaB luciferase reporter cells, luminescence | inhibition, % at 12.5 µM | 350,000 compounds, 0.69% hits | AID 504558; in the data active means inhibition above about 41%;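 further: 0% = neutral control wells and 100% = reference inhibitor control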
SRC2 inh = inhibits human steroid receptor coactivator 2 | Q15596 | HEK293 GAL4-SRC2 luciferase reporter, luminescence | inhibition, % at 9 µM | 370,000 compounds, 0.17% hits | AID 651957;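 active means inhibition above the mean inhibition of all tested compounds plus 3 SD, set per campaign, cut at about 52% in these data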;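 further: 0% = DMSO treated cells and 100% = cells given Gossypol at 36 µM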
C8 TRAIL sens = caspase-8 TRAIL sensitization. inhibition (viability loss, TRAIL sensitization), % at 10 µM. AID 624354. 360,000 compounds, 1% hits. NB7+C8 cells + TRAIL, ATPlite viability luminescence;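 active means compounds causing at least 50% loss of cell viability in the single-dose screen, relative to plate controls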
TLR9-MyD88 inh = blocks human TLR9 binding to MyD88; Q9NR96+Q99836; CHO BLA complementation TLR9-MyD88, CCF4 FRET ratio; inhibition, % at 4.98 µM; 340,000 compounds, 0.21% hits; AID 504734;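 active means inhibition above the mean over all tested compounds plus 3 SD, cut at about 21% in these data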;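 further: 0% = DMSO only wells and 100% = clavulanate BLA inhibitor control wells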
LRH-1 inv ag = inverse agonists of human LRH-1 (NR5A2). O00482. HEK293T StAR-luciferase reporter, LRH-1 transfected, 24 h. inhibition, % at 3.6 µM. 360,000 compounds, 0.13% hits;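 active means inhibition above the mean inhibition of all tested compounds plus 3 SD, cut at about 73% in these data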;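 further: 0% = DMSO wells and 100% = reporter-only cells lacking LRH-1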
Target sequence (O00482 whole entry, looked up): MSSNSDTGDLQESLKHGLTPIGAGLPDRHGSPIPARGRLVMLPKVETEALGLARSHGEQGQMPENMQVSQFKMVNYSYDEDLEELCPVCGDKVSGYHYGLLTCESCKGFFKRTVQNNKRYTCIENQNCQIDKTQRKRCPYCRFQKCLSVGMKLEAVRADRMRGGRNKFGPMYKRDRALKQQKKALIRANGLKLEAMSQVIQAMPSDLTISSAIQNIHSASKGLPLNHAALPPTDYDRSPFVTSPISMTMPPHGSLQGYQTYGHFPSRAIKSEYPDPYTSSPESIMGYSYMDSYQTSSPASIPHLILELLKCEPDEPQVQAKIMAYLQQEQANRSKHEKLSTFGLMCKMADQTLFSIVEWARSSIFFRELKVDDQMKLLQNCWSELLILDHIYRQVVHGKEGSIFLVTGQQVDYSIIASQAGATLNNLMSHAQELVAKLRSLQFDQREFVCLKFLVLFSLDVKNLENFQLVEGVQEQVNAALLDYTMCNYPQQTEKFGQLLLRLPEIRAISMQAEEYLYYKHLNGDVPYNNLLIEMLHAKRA
* marks the source's active call; other numbers are inactive results; . = no result given.

1. O=C(C[C@H]1C[C@H](C(=O)N2CCCCC2)[C@@]2(CCc3ccccc3)c3[nH]c4cc(-c5ccco5)ccc4c3CCN2C1=O)NCCC1=CCCCC1
2. Cc1cc(C)c(-c2c(O)c3c(n(C)c2=O)CC(C)(C)CC3=O)c(C)c1
3. CC12C(=O)N(NC(=O)c3ccncc3)C(=O)C1C1C=CC2C1 (stereo not drawn)
4. CCCOc1ccc(C2C3=C(CCCC3=O)N(CC(=O)O)C3=C2C(=O)CCC3)cc1OCC
5. C=CCC[C@@H](Cc1ccc(F)cc1)C(=O)OC[C@H](Cc1c[nH]c2ccccc12)NC(=O)[C@@H](CC=C)CC(=O)N(CCO)Cc1ccccc1
6. O=C(N=Nc1c(O)[nH]c2ccccc12)c1ccc(CN2CCOCC2)cc1

Assay by compound	1	2	3	4	5	6
SRC3 inh	-16	21	18	-4	-4	2
NOD2-RIPK2 inh	-8	-7	-2	4	-6	-13
NR2F2 inh	.	12	-8	3	10	10
TWEAK Fn14 block	5	-10	5	-24	34	-18
TROY NFkB inh	1	13	1	4	36	15
NCOA1 inh	3	-1	11	-7	-11	-16
LMP1 NFkB inh	15	-17	-3	-6	-2	-8
SRC2 inh	.	-1	-10	8	-26	-12
C8 TRAIL sens	-16	0	6	-7	30	8
TLR9-MyD88 inh	-35	-5	-3	-9	11	-2
LRH-1 inv ag	-23	-1	1	5	12	0

7. CC(C)(C)c1ccc(C(=O)Nc2cccc3c(=O)[nH][nH]c(=O)c23)cc1
8. Cc1ccc(S(=O)(=O)Nc2cc3c4c(c2)CCN4C(=O)CC3)cc1
9. COc1ccc(C(=O)N/N=C(\N)c2cc3ccccc3oc2=O)cc1
10. COc1ccc(S(=O)(=O)NCC2CCCN(Cc3cccc(C(C)=O)c3)C2)cc1 (stereo not drawn)
11. CC1CCCN(C(=O)c2ccc(S(=O)(=O)Nc3ccccc3Cl)cc2)C1 (stereo not drawn)
12. Cc1nc([N+](=O)[O-])cn1CC(=O)c1ccccc1

Assay by compound	7	8	9	10	11	12
SRC3 inh	22	-25	3	3	-10	10
NOD2-RIPK2 inh	50*	5	4	-4	-12	-6
NR2F2 inh	48*	-29	2	6	3	-9
TWEAK Fn14 block	80*	-20	-9	0	-3	-7
TROY NFkB inh	53*	-27	-43	18	5	-4
NCOA1 inh	21	-7	11	-2	14	-7
LMP1 NFkB inh	37	-5	-4	-2	7	3
SRC2 inh	10	-25	-11	-8	22	4
C8 TRAIL sens	47	3	-13	23	-17	2
TLR9-MyD88 inh	35*	2	0	2	2	-6
LRH-1 inv ag	10	-10	1	9	6	16

13. COc1ccc(CCc2nnc(CCC(=O)NCC3CCCO3)o2)cc1 (stereo not drawn)
14. CCN1Cc2ccccc2-c2ccccc2S1(=O)=O
15. Cc1ccc(NS(=O)(=O)c2cc(C(=O)NCc3cccnc3)ccc2C)cc1
16. Cc1ccc(Nc2c3c(nc4ccccc24)CCC3)cc1
17. CCC(C)c1ccc(Nc2ncccc2C#N)cc1 (stereo not drawn)
18. CCCCCCCCCSc1n[nH]c(N)n1

Assay by compound	13	14	15	16	17	18
SRC3 inh	0	7	4	22	-58	8
NOD2-RIPK2 inh	-4	9	-12	-9	-22	1
NR2F2 inh	-9	6	14	19	-24	20
TWEAK Fn14 block	0	3	5	-45	-29	-17
TROY NFkB inh	-10	-2	13	3	-52	-19
NCOA1 inh	3	20	-10	17	-62	-9
LMP1 NFkB inh	8	5	3	-7	-28	-8
SRC2 inh	-1	-7	-8	20	-24	3
C8 TRAIL sens	-8	3	5	18	0	1
TLR9-MyD88 inh	2	0	-15	.	-10	-9
LRH-1 inv ag	11	-23	-11	11	-48	0

19. CCOC(=O)c1c(C)[nH]c(C(=O)CN2C(=O)NC(C)(c3ccc(C)cc3)C2=O)c1C (stereo not drawn)
20. CCCNc1nc(C)cc(-c2cc(C(=O)NC3CCCC3)on2)n1
21. COC(=O)C1=C(C)N(C)C(=O)/C1=C\c1cccs1
22. COc1ccc(Nc2nnc(SCc3cc([N+](=O)[O-])cc4c3OCOC4)s2)cc1
23. CN(C(=O)COc1ncnc2sccc12)C1CCCCC1
24. CCC[C@@H](CN[C@@H](CNC)C(C)C)NCCCCc1ccccc1

Assay by compound	19	20	21	22	23	24
SRC3 inh	0	-15	9	0	4	1
NOD2-RIPK2 inh	-6	-9	-2	-7	0	-9
NR2F2 inh	5	3	5	7	-11	-33
TWEAK Fn14 block	3	3	-10	-1	3	-4
TROY NFkB inh	-8	-25	5	32	2	-14
NCOA1 inh	-7	10	-14	3	-19	-5
LMP1 NFkB inh	-6	-3	-2	6	0	-2
SRC2 inh	2	-7	-40	14	-26	-3
C8 TRAIL sens	31	-8	-9	-4	-8	4
TLR9-MyD88 inh	5	-3	5	-1	-1	-10
LRH-1 inv ag	-2	14	1	8	-6	-10

25. CNS(=O)(=O)c1ccc(NC(=O)c2csc(C)c2)cc1
26. CS(=O)(=O)N1CCN(C(=O)c2ccncc2)CC1
27. Cc1ccc(C(=O)OCC(=O)NC(=O)c2cccn2C)cc1
28. CC1CCN(C(=O)Oc2ccccc2)CC1
29. O=C(O)c1ccc(NC(=O)c2cn(-c3ccccc3)nc2-c2ccccc2)cc1
30. CC1CCN(C(=O)CSc2nnc3ccccn23)CC1

Assay by compound	25	26	27	28	29	30
SRC3 inh	6	-6	1	5	-50	-9
NOD2-RIPK2 inh	1	-11	5	-8	-9	-1
NR2F2 inh	-5	3	5	-1	-22	0
TWEAK Fn14 block	10	5	46	-5	10	-6
TROY NFkB inh	-36	11	-16	-20	-31	-15
NCOA1 inh	-8	1	-5	-12	-18	-45
LMP1 NFkB inh	7	6	13	0	-9	-14
SRC2 inh	-42	-13	-20	-22	3	-56
C8 TRAIL sens	-1	-7	0	-2	7	-11
TLR9-MyD88 inh	-14	1	-5	10	-8	2
LRH-1 inv ag	-9	16	7	-4	-54	-51

31. CNS(=O)(=O)c1ccc(NC(=O)C2c3ccccc3Oc3ccccc32)cc1
32. COc1ccc(N2CCN(C(=O)c3ccc(Br)cc3)CC2)c([N+](=O)[O-])c1
33. CCC(CO)NCc1ccc(OCC(O)c2ccccc2)c(OC)c1 (stereo not drawn)
34. COc1ccccc1-n1ccnc1SCC(=O)NCC1CCCO1 (stereo not drawn)
35. Nc1nonc1-n1nnc(C(=O)N/N=C/c2ccc(OCc3ccccc3)cc2)c1CNc1ccccc1
36. CCCCn1c(N)c(N(CC)C(=O)C2COc3ccccc3O2)c(=O)[nH]c1=O (stereo not drawn)

Assay by compound	31	32	33	34	35	36
SRC3 inh	6	10	-4	22	-34	4
NOD2-RIPK2 inh	-9	8	8	-6	-3	0
NR2F2 inh	10	-7	11	-8	-8	11
TWEAK Fn14 block	-13	-2	-6	2	-54	3
TROY NFkB inh	11	-4	-4	-15	-14	-15
NCOA1 inh	21	8	-10	-38	-27	-8
LMP1 NFkB inh	2	3	-5	4	-7	9
SRC2 inh	-13	13	8	-9	-31	-4
C8 TRAIL sens	-8	-1	-8	-3	21	-11
TLR9-MyD88 inh	-3	17	5	-3	-2	1
LRH-1 inv ag	-15	8	-4	11	-5	-44

Profiles from above.
CCCCn1c(N)c(N(CC)C(=O)C2COc3ccccc3O2)c(=O)[nH]c1=O (stereo not drawn) reads SRC3 inh = 4; NOD2-RIPK2 inh = 0; NR2F2 inh = 11; TWEAK Fn14 block = 3; TROY NFkB inh = -15; NCOA1 inh = -8; LMP1 NFkB inh = 9; SRC2 inh = -4; C8 TRAIL sens = -11; TLR9-MyD88 inh = 1; LRH-1 inv ag = -44
COc1ccccc1-n1ccnc1SCC(=O)NCC1CCCO1 (stereo not drawn) reads SRC3 inh = 22; NOD2-RIPK2 inh = -6; NR2F2 inh = -8; TWEAK Fn14 block = 2; TROY NFkB inh = -15; NCOA1 inh = -38; LMP1 NFkB inh = 4; SRC2 inh = -9; C8 TRAIL sens = -3; TLR9-MyD88 inh = -3; LRH-1 inv ag = 11
Nc1nonc1-n1nnc(C(=O)N/N=C/c2ccc(OCc3ccccc3)cc2)c1CNc1ccccc1 reads SRC3 inh = -34; NOD2-RIPK2 inh = -3; NR2F2 inh = -8; TWEAK Fn14 block = -54; TROY NFkB inh = -14; NCOA1 inh = -27; LMP1 NFkB inh = -7; SRC2 inh = -31; C8 TRAIL sens = 21; TLR9-MyD88 inh = -2; LRH-1 inv ag = -5

New compounds follow
37. CCOCCCNC(=S)Nc1ccc2nc(N3CCN(CC)CC3)cc(C)c2c1
38. CCOC(=S)SCC(=O)Nc1ncc(C)s1
39. CN(C(=O)c1cccc(C#N)c1)c1nnc(-c2ccccn2)s1
40. Cc1cc(C)c2[nH]c(=O)c(CN(Cc3cccs3)C(=S)NCC3CCCO3)cc2c1 (stereo not drawn)
41. CCCCNC(=O)CNC(=S)N(Cc1cc(OC)c(OC)c(OC)c1)C1CCCC1
42. O=C(N/N=C/c1cccc([N+](=O)[O-])c1)c1cc[n+](CCO)cc1

Assay by compound	37	38	39	40	41	42
SRC3 inh	-5	7	-11	12	17	13
NOD2-RIPK2 inh	-11	5	-5	-7	-4	4
NR2F2 inh	4	7	7	-11	11	-6
TWEAK Fn14 block	-23	-2	-6	-3	-16	-3
TROY NFkB inh	-26	24	-2	7	2	0
NCOA1 inh	4	7	-7	-4	12	7
LMP1 NFkB inh	-4	-1	-3	3	-1	4
SRC2 inh	-10	29	-2	-14	6	-23
C8 TRAIL sens	-4	-2	7	22	5	-3
TLR9-MyD88 inh	-4	5	9	-7	-10	5
LRH-1 inv ag	5	-5	0	-9	11	-12

43. COc1cccc(-c2nc(CS(=O)(=O)CC(=O)Nc3ccccc3C)c(C)o2)c1
44. OC(CC(O)c1ccccc1)c1ccccc1 (stereo not drawn)
45. O=C(Cc1ccccc1Cl)NCCCn1ccnc1
46. CN(C)S(=O)(=O)n1cc(/C=C(\NC(=O)c2ccccc2F)C(=O)N2CCOCC2)c2ccccc21

Assay by compound	43	44	45	46
SRC3 inh	18	1	-3	-4
NOD2-RIPK2 inh	3	-5	-15	1
NR2F2 inh	-11	-18	20	18
TWEAK Fn14 block	36	-13	0	0
TROY NFkB inh	-32	5	-11	-25
NCOA1 inh	2	-22	-26	4
LMP1 NFkB inh	6	-2	4	-1
SRC2 inh	-12	-10	-13	15
C8 TRAIL sens	3	1	2	13
TLR9-MyD88 inh	-10	-10	-12	9
LRH-1 inv ag	19	1	13	21

A portion of the library; the hit share may differ from the screen's.
